# Screens deposited in PubChem BioAssay by National Center for Advancing Translational Sciences (NCATS).
# 4-MU autofl: compound fluoresces in the 4-MU spectral region; compound autofluorescence, 340/450 nm, 4-MU equivalents; hits give high values; max dye-equivalent concentration, M; 59,000 tested, 11% active; in the data active = max dye-equivalent concentration above about 10 nM; inconclusive = mostly about 1.1 nM to 9.6 nM
#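 Intrinsic fluorescence at 340/450 nm (ex/em) was read after 15 min at room temperature in pH 8.0, 100 mM Tris. Each compound concentration expressed as 4-MU-equivalent concentration from a six-point 4-MU standard series on each plate.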
# Ub-GFP proteasome: proteasome inhibitors stabilizing ubiquitin-GFP reporter. Ubiquitin-GFP reporter cells, proteasome inhibition, GFP fluorescence; response scale: untreated = 0%, 10 µM MG-132 = 100%. Potency, µM (doses to about 45.9 µM), for the others: at the highest dose activation (GFP accumulation), actives largely listed as activators. 67,000 tested, under 10 active. AID 526; active = well fitted activation curve with a large enough effect, not every such curve was filed as active; inconclusive = small, poorly fitted or top-dose-only effect, or another doubt; inactive = no such curve, though single readings can be large or run the other way; note: potency is the fitted concentration of half-maximal effect
#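 U2OS cells expressing ubiquitin(G76V)-GFP, seeded overnight in 0.5% FBS medium, then treated 4 hr at 37 C across 46 uM to 2.9 nM. GFP-positive cells counted by laser cytometry (488 ex/515 em); %activity scaled between basal and 10 uM MG-132.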
# HBB splicing: modulators of hemoglobin beta chain splicing. HBB splicing reporter cell assay, activation; EGFP reporter with mutant IVS2-654 intron; response scale: normalised to 500 nM splice-correcting PNA. Potency, µM (doses to about 46.1 µM), for the others: at the highest dose activation, usual class: activators. 65,000 tested, 0.06% active. AID 925; note: potency is the fitted concentration of half-maximal effect; 0% is about no effect
#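 HeLa cells stably expressing EGFP interrupted by mutant beta-globin intron 2 (IVS2-654), 500/well in 2% FCS. Treated with compound for 2 days at 37C. Splicing correction scored as total well GFP intensity (488 nm excitation, 500-520 nm emission); 500 nM antisense PNA served as control.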
# ALOX15 inhib: inhibitors of human 15-lipoxygenase (ALOX15); P16050; purified 15hLO-1, xylenol orange hydroperoxide absorbance; Potency, µM (doses to about 57.1 µM), without a hit: top-dose activity change, negative = inhibition, actives largely listed as inhibitors; 74,000 tested, 1.4% active; note: potency is the fitted concentration of half-maximal effect; % is set by controls: 0 for no effect and ±100 for the full control effect; nearly all actives have a fitted effect of over 55% in size
# Target sequence (P16050 whole entry, looked up): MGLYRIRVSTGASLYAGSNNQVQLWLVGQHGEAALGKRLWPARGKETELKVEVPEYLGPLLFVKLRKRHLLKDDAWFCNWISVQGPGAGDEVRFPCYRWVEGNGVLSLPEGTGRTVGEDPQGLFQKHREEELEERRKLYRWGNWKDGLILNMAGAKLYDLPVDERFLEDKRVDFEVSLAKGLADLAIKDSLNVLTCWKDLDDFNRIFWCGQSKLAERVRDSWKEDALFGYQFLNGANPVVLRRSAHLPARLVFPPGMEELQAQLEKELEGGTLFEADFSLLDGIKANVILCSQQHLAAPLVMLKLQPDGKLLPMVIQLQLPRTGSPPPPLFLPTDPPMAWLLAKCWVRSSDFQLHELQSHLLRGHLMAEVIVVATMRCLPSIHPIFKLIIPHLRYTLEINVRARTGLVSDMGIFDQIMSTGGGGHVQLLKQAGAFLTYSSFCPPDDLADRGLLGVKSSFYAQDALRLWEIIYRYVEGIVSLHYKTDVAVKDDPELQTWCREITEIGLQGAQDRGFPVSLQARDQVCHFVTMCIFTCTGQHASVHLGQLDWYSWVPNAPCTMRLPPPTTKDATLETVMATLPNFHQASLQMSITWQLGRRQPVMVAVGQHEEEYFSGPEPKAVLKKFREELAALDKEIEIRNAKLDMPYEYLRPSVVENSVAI
#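 40 nM 15hLO-1 + cpd, 15 min RT; start w/ 50 uM AA (final), 6 min RT; stop/detect w/ 200 uM XO + 300 uM Fe(II) in 50 mM H2SO4, 30 min; A573/A405. Buffer 25 mM Hepes pH 7.5, 0.01% Triton X-100. No-enzyme wells as negative control.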
# DNA Pol III inh: DNA polymerase III holoenzyme inhibition. reconstituted DNA polymerase III holoenzyme replication, biochemical. Potency, µM (highest dose often 57.1 µM), for the others: at the top dose activity change, negative = inhibition. 71,000 tested, 0.25% active. AID 603; note: potency is the fitted concentration of half-maximal effect; % is set by controls: 0 for no effect and ±100 for the full control effect
#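 Reconstituted *E. coli* holoenzyme (0.35 nM Pol III, 1 nM beta, 154 nM SSB, 2 nM primase) was preincubated with compound for 15 min at RT. Synthesis on 1.4 nM ssM13Gori ran 35 min, then was stopped with PicoGreen/EDTA and read as dsDNA fluorescence.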
# BRCT inh red: BRCT-phosphoprotein interaction inhibition (red fluorophore) | 75,000 tested, 0.03% active | BRCT-phosphopeptide binding, red fluorescence polarization | Potency, µM (highest dose often 76.9 µM), inactives show at the highest dose activity change, negative = inhibition, actives largely listed as inhibitors | AID 892 | P38398; note: % is set by controls: 0 for no effect and ±100 for the full control effect
#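 Rhodamine-labelled pBACH1 10-mer (100 nM) bound to BRCT domain (100 nM) at pH 7.3; compounds incubated 12 min room temperature, polarization read. Free peptide defines full inhibition; unlabelled decapeptide titrated as control.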
# Hsp90 Hop PPI: changes Hsp90-Hop TPR2A binding signal, up or down | AlphaScreen TPR2A-His6 binding biotin-Hsp90 C-terminal peptide | Potency, µM (top dose mostly 57 µM), for inactives: at the highest dose activity change, negative = inhibition | 71,000 tested, 0.44% active | AID 595; active = well fitted curve in either direction with a large enough effect; inconclusive = small, poorly fitted or top-dose-only effect, or another doubt; note: potency is the fitted concentration of half-maximal effect; % is set by controls: 0 for no effect and ±100 for the full control effect; many of its hits are not listed in these tables
# CRE-bla Fsk: CRE-bla signaling modulation under forskolin stimulation. CHO CRE-bla reporter (cAMP response element driving beta-lactamase), forskolin EC10, beta-lactamase ratio. Potency, µM (top dose mostly 38.2 µM), for inactives: at the highest dose activity change, negative = inhibition, usual class: activators. 71,000 tested, 2.5% active; active = well fitted activation curve with a large enough effect in the signal ratio, with a control signal flat, not every such curve was filed as active; inconclusive = small, poorly fitted or top-dose-only effect, or effect the other way, or a change in a side signal; the % refers to the signal ratio; note: potency is the fitted concentration of half-maximal effect; % of control where 0% means no effect
#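 The 460nm/530nm emission ratio after CCF4 loading defined %Activity, from which AC50 values were obtained. CRE-bla CHO cells received compound dilution series together with an EC10 level of NKH 477 for 3 hours at 37 degrees Celsius.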
# GFP derepression: derepresses silenced GFP locus in mouse C127i cells. 68,000 tested, 0.09% active. Potency, µM (doses to about 46.1 µM), inactives show at the top dose GFP derepression (activation). AID 597. mouse C127i GFP locus derepression, cytometry, 30 h; note: % of control where 0% means no effect
#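 Locus derepression in mouse mammary C127i cells whose integrated CMV-GFP reporter is normally silent; GFP expression after 30 h compound treatment was quantified by counting fluorescent cells.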
# BRCT inh green: inhibitors of human BRCA1 BRCT-phosphoprotein interaction (green fluorophore). P38398. 75,000 tested, 0.05% active. Potency, µM (titrated, usually from 76.9 µM), for inactives: top-dose activity change, negative = inhibition, most hits filed as inhibitors. BRCA1 BRCT-phosphopeptide binding, green fluorescence polarization;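 note: potency is the fitted concentration of half-maximal effect; plate controls were peptide without protein for full effect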
#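 Compounds were incubated for 12 min at room temperature with a complex of 100 nM fluorescein-tagged pBACH1 decapeptide and 250 nM His-tagged BRCT protein. Buffer was phosphate pH 7.3 with EDTA, DTT and Tween 20. Disruption of binding lowers the polarization signal.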
# A350 autofl: A350 region autofluorescence; Compound autofluorescence, 340/450 nm, Alexa 350 dye-equivalents; hits give high values; max dye-equivalent concentration, M; 59,000 tested, 11% active; in the data active = max dye-equivalent concentration above about 10 nM; inconclusive = mostly about 1.1 nM to 9.6 nM
# An asterisk follows results filed as active; i = inactive; ? = inconclusive; . = not tested or not shown; [ ] = dose if it differs, or a comment. Unless noted, calls come from the whole dose curve; as a rule, active = well fitted curve in the direction sought with a large enough effect; inconclusive = small, poorly fitted or top-dose-only effect, or another doubt; inactive = no such curve, though single readings can be large; an effect the other way counts as inactive or inconclusive.
SMILES,4-MU autofl,Ub-GFP proteasome,HBB splicing,ALOX15 inhib,DNA Pol III inh,BRCT inh red,Hsp90 Hop PPI,CRE-bla Fsk,GFP derepression,BRCT inh green,A350 autofl
Cc1nn(C)cc1CNC(=O)Nc1ccc(Br)cc1Cl,i,-4%,-1.5%,3%,-7%,-0.9%,-2%,-3%,-2%,-3.0%,i
Cn1c(=O)[nH]c(=O)c2c1nc(N1CCOCC1)n2CCCSc1ncccn1,?,1%,-1.7%[57.5 µM],5%,-4%,-1.5%,-5%,?,4%,0.2%,?
Nc1ccc([N+](=O)[O-])cc1O,.,.,-1.0%,-11%,-3%,1.8%,-4%,-3%,.,-1.4%,.
CNc1nc(-c2ccccc2OC)nc2ccccc12,i,-2%,0.1%,-13%,-13%,-1.0%,-6%,?,-4%[9.22 µM],-1.3%,i
Cc1nc2ncnn2c(C)c1CCC(=O)O,i,0%,0.8%,3%,-7%,-0.7%,-9%,2%,1%,1.0%,i
Cc1c(NC(=O)c2ccc(Cl)c(S(=O)(=O)N3CCOCC3)c2)c(=O)n(-c2ccccc2)n1C,i,-9%,1.7%,6%,7%,0.0%,0%,?,0%,0.7%,i
CN(C)c1ncc2nc(-c3ccc(F)cc3)c(=O)n(C3CC3)c2n1,3.7e-08M*,7%,-1.5%,?,-5%,-3.9%,-3%,2µM*,17%[9.22 µM],-8.8%,4.6e-08M*
CC1Cc2ccccc2N1C(=O)COC(=O)C1=COCCO1 (configuration not stated),i,-2%,2.4%,-4%,4%,2.0%,-1%,-14%,-1%,2.2%,i
CC(C)Oc1ccc(C(CC(=O)O)NC(=O)C2CCCCC2)cc1 (configuration not stated),i,1%,-1.2%,-5%,1%,-1.5%,-1%,1%,2%,-1.1%,i
CCOCCCNC(=O)C(c1ccccc1)N(Cc1ccc2c(c1)OCO2)C(=O)CNC(C)=O (configuration not stated),i,-4%,-0.4%,2%,-9%,-1.9%,-4%,3%,2%,-3.0%,i
O=C(NCc1cccnc1)c1ccc(CS(=O)(=O)c2ccc(Cl)cc2)o1,?,3%,0.8%,5%,4%,0.5%,-1%,-1%,1%,-1.0%,?
Cc1nc(CN2CCCCC2)c(O)c(=O)[nH]1,i,2%[9.17 µM],0.7%[9.22 µM],-10%[11.4 µM],1%[11.4 µM],-0.5%[15.4 µM],-4%[11 µM],0%[7.6 µM],-12%[9.22 µM],-1.5%[15.4 µM],i
CCc1cccc(NC(=O)CN(C)S(=O)(=O)c2cnc[nH]2)c1,i,-5%,3.3%,0%,-4%,0.4%,4%,22%,-1%,-3.7%,i
CC1(C)Cn2c(nnc2-c2ccccc2)S1,i,3%,0.7%,1%,-4%,-0.7%,-5%,3%,3%,0.3%,i
CCC1Oc2ccccc2N(CC(=O)Nc2ccccc2OC)C1=O (configuration not stated),i,6%,-0.5%,-1%,-5%,0.0%,-2%,-12%,0%,-3.1%,i
CC(C(=O)OCn1nnc2ccccc2c1=O)N1C(=O)c2ccccc2C1=O (configuration not stated),i,-1%,2.4%,5%,-5%,0.2%,-2%,?,1%,-1.8%,?
COCC(=O)Nc1sc2c(c1C(=O)OC)CCC(C)C2 (configuration not stated),i,-1%,.,25µM*,-5%,-2.0%,6%,7%,-2%,-4.1%,i
CCCN1C2CCCC1CC(NC(=O)Nc1cccc(C(C)=O)c1)C2 (configuration not stated),i,-5%,3.9%,-2%,3%,0.5%,0%,-5%,-2%,0.3%,?
CC(=O)Nc1ccccc1OCC(=O)c1cc(C)n(Cc2cccs2)c1C,i,0%,-0.2%[57.5 µM],-3%,11%,0.5%,-13%,-14%,3%,2.3%,i
Cc1c(NC(=O)c2ccccc2F)c(=O)n(-c2ccccc2)n1C,i,-1%,-2.4%,1%,-3%,-1.4%,-2%,?,0%,-4.6%,i
CN1C(=O)SC(Nc2ccc(F)cc2)C1=O (configuration not stated),i,-3%,5.3%,-3%,-9%,-0.6%,-1%,-8%,0%,-0.8%,?
O=C(NCc1ccccc1)N[C@@H](Cc1ccccc1)C(=O)O,1.5e-08M*,-2%,8.3%[1.84 µM],7%,1%,-0.3%,-3%,?,2%,-2.9%,1.7e-08M*
CCCCOC(=O)NCN1C(=O)C2C3C=CC(C3)C2C1=O (configuration not stated),i,-10%,0.3%,0%,-2%,-0.4%,-3%,-9%,1%,0.4%,i
O=C(CC1NCCNC1=O)OCc1ccccc1 (configuration not stated),i,4%,-0.1%,7%,0%,-1.3%,-6%,?,0%,-1.3%,i
O=C(Nc1ccccc1Cl)N1CCN(c2ccc3nnc(-c4ccccc4)n3n2)CC1,.,-6%,-0.6%,-24%,-13%,-2.8%,-2%,-9%,-4%,5.1%,.

# The list continues.
SMILES,4-MU autofl,Ub-GFP proteasome,HBB splicing,ALOX15 inhib,DNA Pol III inh,BRCT inh red,Hsp90 Hop PPI,CRE-bla Fsk,GFP derepression,BRCT inh green,A350 autofl
O=C(NCc1ccccc1)c1cc(S(=O)(=O)N2CCOCC2)ccc1F,i,-3%,-6.4%,?,-3%,-1.1%,-1%,?,-1%,27%,i
CCN(CC)C(=O)CSc1nc(O)cc(=O)n1-c1ccccc1OC,.,12%,-2.0%,2%,-7%,1.6%,-2%,-2%,-2%,-2.4%,.
COc1ccc(CN(C(=O)Cn2nnc3ccccc32)C(C(=O)NC(C)(C)C)c2ccco2)cc1 (configuration not stated),i,-2%,-2.2%,1%,-9%,-0.6%,-5%,-8%,1%,-1.9%,i
Cc1cc(N2CCN(C)CC2)nc2ccc(NC(=O)CCC(=O)NCCC3=CCCCC3)cc12,1.5e-07M*,-7%,-0.3%,6%,-7%,-0.4%,0%,?,7%,-1.0%,1.4e-07M*
Cc1ccc(OS(=O)Nc2cccc3nccnc23)cc1 (configuration not stated),.,3%[9.17 µM],3.4%[0.0738 µM],16%[11.4 µM],1%[11.4 µM],0.9%,-10%[11 µM],?,0%,-0.8%,.
Cc1cc(Nc2ccc(Cl)cc2)n2nnnc2n1,6.1e-08M*,-3%,0.6%,-7%,1%,0.5%,-16%,?,-3%,-0.8%,6.3e-08M*
COc1ccc(Cc2nnc(SCC(=O)c3ccc(OC)cc3)o2)cc1,i,2%,2.7%,-2%,-1%,-3.2%,7%,0%,0%,-2.0%,i
O=C(NCc1nnc(SCC(=O)N2CCC(Cc3ccccc3)CC2)o1)c1ccccc1F,.,3%,-0.3%,-2%,2%,0.3%,0%,-3%,?,-1.0%,.
CC1Cc2ccccc2N1C(=O)CSc1nnnn1Cc1ccccc1 (configuration not stated),i,-1%,-2.0%,1%,5%,-1.0%,4%,-15%,-2%,0.7%,i
O=C(NCc1cccnc1)c1ccccc1Br,.,14%,-1.2%,9%,4%,2.0%,-6%,0%,4%,-1.6%,.
O/C(=C\Sc1nnc(Cc2ccccc2)o1)c1ccc(Br)cc1,i,.,-1.7%[0.369 µM],-4%,-4%,0.0%,1%,-16%,0%,-1.9%,i
Cc1ccc2c(c1)NC(=O)C(CC(=O)N(C)Cc1ccccc1)O2 (configuration not stated),.,-1%,-0.7%,?,-2%,-0.8%,-2%,2%,-4%,-0.3%,.
COc1ccc(NC(=O)c2coc3ccccc23)cc1OC,i,9%,.,-10%,4%,1.4%,-5%,22%,1%,-0.4%,i
OC(COc1ccc2c(c1)CCC2)CN1CCN(c2ccccc2F)CC1 (configuration not stated),i,-3%,-0.6%,-16%,2%,-4.9%,-2%,-15%,7%,-3.7%,i
CCCCCC(=O)N(CN1C(=O)CCC1=O)c1ccccc1,?,6%,-0.8%[57.5 µM],5%,-6%,-0.9%,-2%,8%,7%,-2.6%,1e-08M*
Nc1nonc1C(=O)NCCNC(=O)c1cccs1,i,17%,-0.8%,2%,-4%,-1.7%,2%,?,0%,0.2%,i
Cn1c(=O)c2c(nc(N3CCN(Cc4ccccc4)CC3)n2CCCc2ccccc2)n(C)c1=O,i,.,3.3%[0.369 µM],-11%,-4%,-0.3%,-19%,-7%,-5%,-1.5%,i

# ALOX15 inhib, hit marks shown above.
Structure	4-MU autofl	ALOX15 inhib	DNA Pol III inh	BRCT inh red	Hsp90 Hop PPI	CRE-bla Fsk	BRCT inh green	A350 autofl
COCC(=O)Nc1sc2c(c1C(=O)OC)CCC(C)C2 (configuration not stated)	i	25µM*	-5%	-2.0%	6%	7%	-4.1%	i
